# Screening results as filed in PubChem BioAssay.
# CHT inh: inhibits the human high affinity choline transporter. Q9GZV3. CHT-expressing cells, membrane potential dye, choline response; active compounds read low. B-score at 10 µM. 310,000 compounds, 0.86% hits. AID 488975;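 active = B-score over 3 SD under the library average, and starting fluorescence ratio not unusually high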;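 note: choline stimulus applied at its EC90 after an EC20 pre-addition; B-score computed on integrated fluorescence ratio after choline addition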
# Target sequence (Q9GZV3 whole entry, looked up): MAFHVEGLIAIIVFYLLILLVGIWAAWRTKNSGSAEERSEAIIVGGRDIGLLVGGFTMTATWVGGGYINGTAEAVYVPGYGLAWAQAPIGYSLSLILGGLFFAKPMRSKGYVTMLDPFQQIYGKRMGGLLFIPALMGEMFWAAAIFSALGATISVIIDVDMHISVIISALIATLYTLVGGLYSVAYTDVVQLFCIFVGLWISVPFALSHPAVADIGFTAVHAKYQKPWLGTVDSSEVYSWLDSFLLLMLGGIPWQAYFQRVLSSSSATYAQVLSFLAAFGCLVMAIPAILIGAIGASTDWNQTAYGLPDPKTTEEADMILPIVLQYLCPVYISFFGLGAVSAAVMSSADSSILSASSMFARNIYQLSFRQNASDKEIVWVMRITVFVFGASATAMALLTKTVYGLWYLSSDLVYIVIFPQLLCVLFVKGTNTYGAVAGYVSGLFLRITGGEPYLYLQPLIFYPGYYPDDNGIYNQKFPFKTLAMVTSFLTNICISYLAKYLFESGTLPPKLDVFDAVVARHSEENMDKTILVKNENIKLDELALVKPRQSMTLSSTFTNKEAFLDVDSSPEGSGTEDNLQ
# CHT allo act: human CHT allosteric activation | Q9GZV3 | CHT-expressing cells, membrane potential dye, choline EC20; active compounds read high; LV-AA mutant CHT in HEK293 cells | B-score at 10 µM | 310,000 compounds, 0.49% hits | AID 488977;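 active = initial fluorescence not abnormally high and integrated response B-score, plate-corrected, over 3 SD above library mean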
# STK33 kinase inh: blocks human STK33 kinase activity; Q9BYT3; inhibition, % at 10 µM; AID 2661; purified STK33, MBP phosphorylation, ADP-Glo luminescence; 320,000 compounds, 0.073% hits;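 active = inhibition at or above 25%, using the most active replicate where run in duplicate; inactive = inhibition below 25%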
# Target sequence (Q9BYT3 whole entry, looked up): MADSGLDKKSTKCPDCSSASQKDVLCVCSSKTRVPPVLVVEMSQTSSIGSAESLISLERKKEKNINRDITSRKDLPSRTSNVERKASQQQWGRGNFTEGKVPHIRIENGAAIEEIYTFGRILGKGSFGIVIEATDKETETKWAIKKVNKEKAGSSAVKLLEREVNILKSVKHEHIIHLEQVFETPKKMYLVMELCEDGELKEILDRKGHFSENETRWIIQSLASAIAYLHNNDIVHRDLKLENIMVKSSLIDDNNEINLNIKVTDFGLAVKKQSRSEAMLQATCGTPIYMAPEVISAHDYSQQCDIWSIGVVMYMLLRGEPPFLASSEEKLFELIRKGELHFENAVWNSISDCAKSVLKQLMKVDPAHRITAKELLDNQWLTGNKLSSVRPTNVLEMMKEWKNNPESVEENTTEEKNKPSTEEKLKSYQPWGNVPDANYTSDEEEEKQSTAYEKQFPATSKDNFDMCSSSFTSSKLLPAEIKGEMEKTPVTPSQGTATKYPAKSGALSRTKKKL
# The depositor's hits bear a star; i = inactive.
SMILES,CHT inh,CHT allo act,STK33 kinase inh
O=C(c1ccccc1O)N1N=C(c2ccccc2)CC1(O)C(F)(F)F (stereo not given),i,i,2.9
O=C(NC1CCCCCCC1)C1=COCCO1,i,i,-0.5
CCOc1ccc(CCNC(=O)c2ccc3c(=O)[nH]c4c(C(=O)NC(C)C)sc(=S)n4c3c2)cc1,i,i,-1.0
Cc1ccccc1NS(=O)(=O)c1ccc(C(=O)N2CCN(c3ccccn3)CC2)cc1,i,i,-0.3
Cc1cc2c(ncn2C)c(NS(=O)(=O)c2ccc(Cl)cc2)c1C,i,i,-0.2
CCOC(=O)c1sc(NC(=O)C(CC)Sc2nc3ccccc3[nH]2)nc1C (stereo not given),i,i,0.5
Fc1ccc(-c2nnn(Cc3ccccc3Cl)n2)cc1,i,i,-1.6
Cc1ccc(C(=O)O)cc1-c1ccc(C=C2C(=O)c3ccccc3C2=O)o1,i,i,0.0
NNC(=O)C1CC1c1ccccc1 (stereo not given),i,i,0.7
CNC(=O)/C(=C\c1ccc([N+](=O)[O-])cc1)NC(C)=O,i,i,-0.6
Cc1ccc2c(c1)N(CCC(=O)NCCN1CCOCC1)C(=O)CO2,i,i,-0.9
Cc1ccc(S(=O)(=O)N2CCC(=O)N(C(COCc3ccc(Cl)cc3)C(C)C)CC2)cc1 (stereo not given),i,i,-0.5

# Single values from the list:
# Cc1ccc(S(=O)(=O)N2CCC(=O)N(C(COCc3ccc(Cl)cc3)C(C)C)CC2)cc1 (stereo not given) – STK33 kinase inh = -0.5
# Cc1ccc(C(=O)O)cc1-c1ccc(C=C2C(=O)c3ccccc3C2=O)o1 – STK33 kinase inh = 0.0
# NNC(=O)C1CC1c1ccccc1 (stereo not given) – STK33 kinase inh = 0.7

# Next part.
SMILES,CHT inh,CHT allo act,STK33 kinase inh
O=C(CSc1nnc(CNC(=O)c2c(F)cccc2Cl)o1)NCc1ccc(F)cc1,i,i,9.3
CC(=O)Nc1ccc(/C=C/C(=O)c2ccc3c(c2)OCCO3)cc1,i,i,1.3
Cn1c2ccccc2c2nnc(SC3CCOC3=O)nc21 (stereo not given),i,i,-0.9
CCOC(=O)C1CCCN(S(=O)(=O)c2cccc3nsnc23)C1 (stereo not given),i,i,-1.9
O=C(COc1ccccc1)N/N=C/c1ccc(O[C@@H]2O[C@H](CO)[C@@H](O)[C@H](O)[C@H]2O)cc1,i,i,6.8
Cc1ccsc1CNn1cnnc1SCc1ccccc1F,i,i,-0.2
O=C(NCc1ccccc1)c1ccc(S(=O)(=O)NCc2ccco2)cc1,i,i,0.9
COc1ccc(N(CC(=O)N2CCOCC2)S(C)(=O)=O)cc1OC,i,i,0.0
COc1ccc(OCCn2cncn2)cc1,i,i,-0.4
Cc1ccc2nc(-c3ccc(NC(=O)CN(c4ccccc4C)S(C)(=O)=O)cc3)sc2c1,i,i,-13.5
Nc1nnnn1/N=C\c1ccc(Cl)c([N+](=O)[O-])c1,i,i,-1.5
O=C(NN=C1CCCC1)c1ccc(Br)cc1,i,i,-0.3

# Gathered by group, the entries above with an aryl thioether with sulfur outside any ring
SMILES,CHT inh,CHT allo act,STK33 kinase inh
CCOC(=O)c1sc(NC(=O)C(CC)Sc2nc3ccccc3[nH]2)nc1C (stereo not given),i,i,0.5
O=C(CSc1nnc(CNC(=O)c2c(F)cccc2Cl)o1)NCc1ccc(F)cc1,i,i,9.3
Cn1c2ccccc2c2nnc(SC3CCOC3=O)nc21 (stereo not given),i,i,-0.9
Cc1ccsc1CNn1cnnc1SCc1ccccc1F,i,i,-0.2

# Next part:
SMILES,CHT inh,CHT allo act,STK33 kinase inh
O=C(NCc1cnc2ccccn12)C1CCC(=O)N(Cc2ccccc2F)C1 (stereo not given),i,i,0.4
NNC(=O)c1cn2ccccc2n1,i,i,-0.7
CC(C)CCc1noc(CN2CCC(CCN3CCCC3=O)CC2)n1,i,i,0.1
Cc1c(C(c2ccccc2)c2c(C)n(C)n(-c3ccccc3)c2=O)c(=O)n(-c2ccccc2)n1C,i,i,-0.1
CCCS(=O)(=O)N1CCC(C(=O)N2CCOCC2)CC1,i,i,-0.8
O=c1cc(NCC2CCCO2)[nH]c(=O)n1-c1ccc(Cl)cc1 (stereo not given),i,i,-0.7
CC(C)NC(=O)c1noc2cc([N+](=O)[O-])ccc12,i,i,-0.6
NS(=O)(=O)c1ccc(CCNCC(=O)NCc2ccccc2Cl)cc1,i,i,0.2
O=C(CC1SC(=O)N(c2ccccc2)C1=O)Nc1ccc(Cl)cc1 (stereo not given),i,i,0.5
O=C(O)CSc1nc2ccccc2c(=O)[nH]1,i,i,-0.9
Cc1ccccc1Cn1cc(NC(=O)c2cc3nc(-c4ccco4)cc(C(F)(F)F)n3n2)cn1,i,i,0.0
CCCc1cc(-c2nc(N)ncc2-c2ccc3c(c2)OCCCO3)c(O)cc1OC,i,i,-0.7
Clc1cccc(CSc2ccc(-c3ccco3)nn2)c1,i,i,1.5
N#Cc1ccc(C(=O)Nc2nnc(-c3ccccn3)o2)cc1,i,i,0.0
Cc1ccccc1C(=O)Nc1nnc(-c2ccco2)o1,i,i,-0.1
CCOc1ccc(NC(=O)CN(C)C(=O)c2cc([N+](=O)[O-])ccc2N2CCCCC2)cc1OCC,i,i,0.9
COc1ccc(NS(=O)(=O)c2cc(NC(=O)/C=C/c3ccccc3OC)ccc2N2CCCCC2)cc1,i,i,-1.0
COC(=O)c1c(NC(=O)C(C)(C)C)sc2c1C(C(=O)OC)CC2 (stereo not given),i,i,0.8
O=C(CSc1nnc(-c2cccs2)o1)NCC1CN(Cc2ccccc2)CCO1 (stereo not given),i,i,-0.8
CC(=O)c1c(C)[nH]c(C(=O)Nc2nc(-c3ccc(Cl)cc3)cs2)c1C,i,i,-0.2
CCOC(=O)c1c(NC(=O)C2C3CCC(O3)C2C(=O)O)sc2c1CCC(CC)C2 (stereo not given),i,i,-0.6
Cc1ccc(C2(C)NC(=O)N(CC(=O)Nc3ccccc3N3CCCC3)C2=O)cc1 (stereo not given),i,i,0.1
COC(=O)c1cc(NS(=O)(=O)c2ccc(N3CCCCC3)c([N+](=O)[O-])c2)cc(C(=O)OC)c1,i,i,-1.6
O=C(COC(=O)c1ccc(=O)[nH]c1)Nc1cccc(S(=O)(=O)N2CCOCC2)c1,i,i,-0.1
CCOC(=O)NC1(C(F)(F)F)C(=O)NC(C)=C1C#N (stereo not given),i,i,-0.8
CCCC(=O)Nc1ccc(NC(=O)c2ccccc2)nc1,i,i,0.7
CC(NS(=O)(=O)c1cn(C)c(=O)n(C)c1=O)c1ccccc1 (stereo not given),i,i,-1.6
CCS(=O)(=O)N1Cc2ccccc2CC1C(=O)Nc1cc(S(C)(=O)=O)ccc1Cl (stereo not given),i,i,-0.8
Cc1cc(NC(=O)CSc2nc3ccccc3[nH]2)n(-c2ccccc2)n1,i,i,-0.4
CC(=O)NCCc1nc2ccccc2n1Cc1ccc(Cl)cc1,i,i,-1.8
O=C(Nc1ccccc1)C1CC(=O)n2c(nc3ccccc32)N1 (stereo not given),i,i,-0.9
Cc1ccc(CNC(=O)/C(C#N)=C/c2ccc(C)s2)cc1,i,i,-0.3
COc1cccc(NS(=O)(=O)c2c(C)cc(C)cc2C)c1,i,i,-2.5
COc1ccc(NC(=O)CSc2nnnn2C)c([N+](=O)[O-])c1,i,i,-0.5
O=C(Nc1ccc(Oc2ccccc2)nc1)C1CCCCN1Cc1cccc(O)c1 (stereo not given),i,i,0.8
O=C(CNC(=O)N1CC(=O)Nc2ccccc21)Nc1nccs1,i,i,-1.2
COC(=O)CSc1nnc2c3c4c(sc3nc(-n3nc(C)cc3C)n12)COC(C)(C)C4,i,i,-1.1
COc1cccc(OC)c1OCCCSc1nc(C)cc(=O)[nH]1,i,i,-1.1
CCOCCCNC(=O)C(c1ccc(Cl)cc1)N1CCN(C(=O)c2ccco2)CC1 (stereo not given),i,i,-1.0
CN(C(=O)CSc1nnnn1-c1ccccc1)C1CCCCC1,i,i,-0.6
Cc1ccccc1NC(=S)NNC(=O)c1cccc(Br)c1,i,i,-0.1
Cc1c(NC(=O)CN2CC(C)OC(C)C2)c(=O)n(-c2ccccc2)n1C (stereo not given),i,i,-1.0
COc1c(Cl)cc(-c2noc(C)c2C(=O)NC(C)C)cc1Cl,i,i,-4.5
CN(C)S(=O)(=O)c1ccc(NC(=O)c2cc3ccccc3o2)cc1,i,i,0.7
COc1ccc(CN2CCN(C(C)C)C(CCO)C2)cc1Cn1cncn1 (stereo not given),i,i,-1.1
O=C1CCC2=C(CCCC2=O)N1,i,i,-0.6
COc1ccc(N(CC(=O)Nc2cccc(N(C)S(C)(=O)=O)c2)S(=O)(=O)c2ccc(C)cc2)cc1,i,i,0.4
CC1Sc2ccc(S(=O)(=O)N3CCC(C(=O)NCC(C)c4ccccc4)CC3)cc2NC1=O (stereo not given),i,i,-1.5

# Random excerpt: three entries already listed, in no set order.
SMILES,CHT inh,CHT allo act,STK33 kinase inh
COc1cccc(OC)c1OCCCSc1nc(C)cc(=O)[nH]1,i,i,-1.1
CN(C(=O)CSc1nnnn1-c1ccccc1)C1CCCCC1,i,i,-0.6
CCOCCCNC(=O)C(c1ccc(Cl)cc1)N1CCN(C(=O)c2ccco2)CC1 (stereo not given),i,i,-1.0

# (further entries)
SMILES,CHT inh,CHT allo act,STK33 kinase inh
CCCCNC(=S)NCCN1CCCCC1,i,i,1.5
CON(C)c1nc(C2CCCCC2)c2cc(C)ccc2n1,i,i,0.8
Oc1c(Br)cc(C=Nc2ccc3nc(-c4ccccc4)[nH]c3c2)c(O)c1Br,i,i,1.0
CCc1ccccc1NC(=O)NC1CC2CCC(C1)N2Cc1cccs1 (stereo not given),i,i,0.1
CCOc1ccccc1NC(=S)Nc1ccc(S(N)(=O)=O)cc1,i,i,2.9
N#C/C(=C\c1ccc(-c2cccc([N+](=O)[O-])c2)o1)C(=O)N1CCOCC1,i,i,1.3
CCOC(=O)c1[nH]c(C)c(C(=O)OCc2ccc(C)cc2)c1C,i,i,-0.9
N#Cc1c(N)nc2c(c1-c1ccncc1)CCCC2,i,i,-0.3
COc1ccccc1-c1cc(-c2ccccc2)nc(SCC(=O)O)c1C#N,i,i,0.6
CC1(C)C(O)=C(c2nc3ccccc3[nH]2)C(=N)N1c1ccccc1,i,i,-0.9
Cc1ccc(N(Cc2cc3ccc(C)cc3[nH]c2=O)C(=O)c2ccco2)cc1,i,i,0.3
COc1ccc(N2CCN(S(=O)(=O)c3ccc4c(c3)CC(C)N4C(=O)C3CC3)CC2)cc1 (stereo not given),i,i,0.8

# Shown as tab-separated lines: five of the compounds above.
SMILES	CHT inh	CHT allo act	STK33 kinase inh
CCOc1ccccc1NC(=S)Nc1ccc(S(N)(=O)=O)cc1	i	i	2.9
N#C/C(=C\c1ccc(-c2cccc([N+](=O)[O-])c2)o1)C(=O)N1CCOCC1	i	i	1.3
CCOC(=O)c1[nH]c(C)c(C(=O)OCc2ccc(C)cc2)c1C	i	i	-0.9
N#Cc1c(N)nc2c(c1-c1ccncc1)CCCC2	i	i	-0.3
COc1ccccc1-c1cc(-c2ccccc2)nc(SCC(=O)O)c1C#N	i	i	0.6

# Next section:
SMILES,CHT inh,CHT allo act,STK33 kinase inh
O=C(c1cccs1)N1CCCC(c2nc3c(nnn3Cc3ccccc3)c(=O)[nH]2)C1 (stereo not given),i,i,0.0
COc1ccc(CN2C(=O)c3ccccc3C(/C=N\OCc3ccc(C)cc3)C2=O)cc1 (stereo not given),i,i,-0.2
O=c1[nH]c2ccccc2c2nc3ccccn3c12,i,i,8.0
CCOC(=O)CNC(=O)CSc1nc2nc(C)c(Br)cc2[nH]1,i,i,-3.7
c1cc2c(cc1-c1[nH]ncc1CN1C[C@H]3CC[C@H]1C3)OCO2,i,i,0.0
O=C(NCC(=O)N1CC=C(c2ccccc2)CC1)c1ccco1,i,i,-0.7
Cc1cccc(NC(=O)[C@H](C)NC(=O)[C@@H]2Cc3ccccc3CN2C(=O)OC(C)(C)C)c1,i,i,-1.8
Cn1cccc1CNC(=S)Nc1ccccc1F,i,i,-0.2
COc1cc(/C=N/n2cnnc2)ccc1OC(=O)c1cccnc1,i,i,-3.0
COc1ccc(Nc2nc(C)cc(C)c2C#N)c(OC)c1,i,i,0.0
O=C(CN(Cc1ccccc1)C(=O)CCC(=O)Nc1nccs1)NCc1ccccc1,i,i,-0.7
COc1ccc(C(=O)c2c(C)c3cc(C)ccc3n2CC(O)CN2CCOCC2)cc1 (stereo not given),i,i,-1.5
OC(CNCc1ccc(-c2ccccc2)cc1)c1ccccc1 (stereo not given),i,i,1.3
C[n+]1cnn2c1SCC1(COC1)C2,i,i,-0.5
CC(C)(C)c1ccc(-n2nc(C(N)=O)c(O)cc2=O)cc1,i,i,-2.3
Cc1csc(C(C)N(C)C(=O)CCc2nnc(CCc3ccccc3)o2)n1 (stereo not given),i,i,-0.2
COC(=O)c1ccccc1S(=O)(=O)N1CCCC(c2nc3c(nnn3Cc3ccc(C)cc3)c(=O)[nH]2)C1 (stereo not given),i,i,-0.6
COC(=O)c1ncccc1SC,i,i,-4.1
CCc1cc2c(=O)c(-n3cnc4ccccc43)coc2cc1O,i,i,-1.7
CCCCCCN1Cc2ccccc2C1,i,i,0.7
O=C(NCc1n[nH]c(=S)n1-c1ccc(Cl)c(Cl)c1)c1ccc(S(=O)(=O)N2CCCCC2)cc1,i,i,1.4
Cc1nc(N2CCN(S(=O)(=O)c3ccc(Br)cc3)CC2)c2c(C)c(C)sc2n1,i,i,0.1
Cn1cccc1/C=N/NC(=O)CSc1nc2ccccc2n1C,i,i,-0.1
CCCN(CCC)C(=O)Cn1c(=O)n(CCCC(=O)NCc2ccco2)c(=O)c2sccc21,i,i,-0.6
COc1ccc(NC(=O)N2CCN(c3ccc([N+](=O)[O-])cc3)CC2)cc1,i,i,-1.8
CCOC(CNC(=O)c1ccc2c(c1)ncn2-c1ccc(F)c(F)c1)OCC,i,i,-1.0
Cc1ccc2c(c1)C(c1ccc(N3CCOCC3)cc1)=NNC(c1cccs1)=N2,i,i,0.1
Cc1cc(OCC(=O)NCCO)ccc1Cl,i,i,-1.9
